AddAB inh: less growth of phage-infected E. coli with AddAB; E. coli expressing H. pylori AddAB, absorbance growth; inhibition, % at 11.9 µM; 0.29% of 330,000 active; AID 435030; in the data active = inhibition above about 12%;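 also: 0% = vehicle wells of infected cells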
phage Ecoli inh: E. coli growth loss with phage present | growth absorbance | inhibition, % at 11.9 µM | 0.26% of 360,000 active; in the data active = inhibition above about 11%
PKA-R1A act: PKA-R1A complex activation | P00514+P68181 | PKA-R1A dissociation, Cy5-IP20 fluorescence polarization; scaled: DMSO 0%, 113 µM cGMP 100% | activation, % at 11.4 µM | 0.083% of 340,000 active | AID 504707;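 active = percent activation above the mean of all tested compounds plus 3 SD, cut at about 19% in these data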;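 also: higher means more PKAc released from R1A so a rise in polarization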
E coli growth: bacterial growth inhibition, counter-screen for AddAB inhibitors; E. coli V3065 growth, OD600 absorbance, 18 h; inhibition, % at 11.9 µM; 0.27% of 330,000 active; AID 449728;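 active = inhibition above the campaign's mean inhibition across all tested compounds plus 3 SD, cut at about 9.9% in these data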;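 also: uninfected addAB+ strain grown without phage in ampicillin broth; 0% = DMSO wells and 100% = ciprofloxacin 0.95 µg/ml wells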
HTR5A ag: activates human HTR5A in OPRM1-OPRD1 agonist counter-screen; P47898; HTR5A agonist assay, luminescence, cell-based; activation, % at 9.3 µM; 0.61% of 340,000 active; in the data active = activation mostly above about 9.5%, no sharp cut-off; inactive = mostly below about 7.6%;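 also: 0% = cells with vehicle only and 100% = reference agonist; strong numbers were not always called active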
Target sequence (P47898 whole entry, looked up): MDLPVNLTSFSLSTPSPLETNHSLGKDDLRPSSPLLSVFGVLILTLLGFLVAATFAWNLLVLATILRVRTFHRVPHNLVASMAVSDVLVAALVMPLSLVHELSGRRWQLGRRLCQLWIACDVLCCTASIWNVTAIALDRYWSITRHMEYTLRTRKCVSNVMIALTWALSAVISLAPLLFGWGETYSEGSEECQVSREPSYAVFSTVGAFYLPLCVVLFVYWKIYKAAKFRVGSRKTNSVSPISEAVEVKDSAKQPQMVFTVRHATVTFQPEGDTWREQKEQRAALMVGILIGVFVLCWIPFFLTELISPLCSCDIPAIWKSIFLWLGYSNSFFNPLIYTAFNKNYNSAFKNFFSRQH
MOR-DOR ag: agonists of human mu-delta opioid receptor heterodimerization. P35372+P41143. cells, OPRM1-OPRD1 heterodimerization, luminescence. activation, % at 9.3 µM. 0.3% of 340,000 active; in the data active = activation above about 18%;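 also: 0% = vehicle-treated cells and 100% = reference agonist; values of inactives mirror those of a sister screen read the other way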
DSG3 Ab inh: human desmoglein-3 autoantibody binding inhibition; DSG3-coupled beads, scFv-anti-DSG3-GFP binding, flow cytometry; stronger effect = lower value; P32926; 0.48% of 310,000 active; binding (percent of control), % at 10 µM; AID 588358;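 active = binding more than 3 SD below its plate's average and above zero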;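 also: hits lower antibody fragment binding to DSG3; some compounds called inactive have numbers as strong as hits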
Mot1-301 SUMO: SUMOylation pathway inhibition by Mot1-301 growth rescue; S. cerevisiae Mot1-301 growth rescue, ATP luminescence, 38.5C; percent above DMSO median, 100 means doubled; growth rescue, % at 18.8 µM; 1% of 320,000 active;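 active = every valid replicate shows activation above 250% relative to neutral control wells; inactive = the rest, any valid replicate at or below 250%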;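 also: OY570 slx delta 5 strain wells were the positive control but not used for scaling; some compounds called inactive have numbers as strong as hits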
HTR5A inv ctr: counter-screen for OPRM1-OPRD1 inverse agonists: human HTR5A inverse agonism; P47898; HTR5A cell line, luminescence; 0.083% of 340,000 active; inhibition, % at 9.3 µM; in the data active = inhibition mostly above about 23%, no sharp cut-off; inactive = mostly below about 18%;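 also: 0% = cells with DMSO and 100% = no-cell wells with DMSO; some compounds called inactive have numbers as strong as hits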
OPRM1-OPRD1 inv: inverse agonists of human mu-delta opioid receptor heterodimerization; 0.21% of 340,000 active; cell-based MOR-DOR heterodimer luminescence, inverse agonism; inhibition, % at 9.3 µM; P35372+P41143; in the data active = inhibition above about 22%, passing the limit was not always enough;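 also: 0% = cells with DMSO and 100% = wells without cells with DMSO; values of inactives mirror those of a sister screen read the other way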
PfHsp90 set2: reduces growth (ATP signal) of yeast expressing P. falciparum Hsp90 | S. cerevisiae expressing PfHsp90, BacTiter-Glo ATP, 48 h; yeast lacking PDR1 and PDR3 efflux regulators | inhibition, % at 9.4 µM | 0.32% of 310,000 active | AID 504621;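 active = every replicate shows inhibition above about 80%, whatever the replicate mean, limit read from the data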;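 also: 0% = DMSO neutral controls and 100% = 20 µM radicicol positive controls; yeast relying on Plasmodium falciparum Hsp90 in place of its own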
* = called active by the depositor; nt = not tested or not shown. Outcome played no part in choosing rows; 3.2% or so of the library scored in one or more.

SMILES	AddAB inh	phage Ecoli inh	PKA-R1A act	E coli growth	HTR5A ag	MOR-DOR ag	DSG3 Ab inh	Mot1-301 SUMO	HTR5A inv ctr	OPRM1-OPRD1 inv	PfHsp90 set2
CCOc1ccc2nc(NC(=O)CSc3nc(-c4ccccc4)c(C#N)c(=O)[nH]3)sc2c1	nt	4.7	-10.2	nt	-2.6	-0.7	102.7	nt	6.9	4.2	13.3
Cc1c(Cl)cccc1NC(=O)Cc1ccc([N+](=O)[O-])cc1	2.6	0.5	4.8	-0.2	3.7	2.0	86.6	-22.9	-10.1	-14.2	7.8
CNC(=O)c1cc2cc(Cc3ccccc3Cl)ccc2oc1=O	1.9	2.1	-4.3	-0.1	4.7	2.6	105.8	-6.6	-13.4	-13.4	15.0
COC(=O)c1c(-c2ccc(SC)cc2)sc2ccccc12	2.6	2.0	-4.7	0.2	2.1	2.3	95.1	-4.6	-9.5	-12.8	-26.2
Cc1cc(C)c(S(=O)(=O)n2cnc3ccccc32)c(C)c1	1.9	2.9	-5.8	-0.4	9.6	-0.6	102.0	-6.4	-6.9	3.2	-2.0
Cc1scc(C(=O)N/N=C/c2ccc(OC(C)C)cc2)c1C	0.9	3.0	-10.0	0.6	1.2	-1.2	95.8	-12.8	-4.4	6.5	0.3
O=C(CCS(=O)(=O)c1cccc2nsnc12)NC1CCCCCC1	0.0	0.8	-5.7	0.2	4.6	-0.8	100.7	-12.5	-4.8	4.7	nt
Cc1cccc(NS(=O)(=O)c2nnc(NC(=O)CC(C)C)s2)c1	0.1	0.4	-14.2	-0.6	3.6	-3.6	90.2	2.9	-12.8	16.3	2.9
O=C(CSc1ccc2nnc(-c3ccccn3)n2n1)NCc1ccc2c(c1)OCO2	-0.2	1.8	-5.8	-1.5	2.6	-1.1	103.0	240.3	-7.3	5.9	15.6
O=C(NCc1cccc(Cl)c1)C1CCC(=O)N(CCCN2CCCC2=O)C1 (stereo not given)	2.2	2.1	3.3	3.4	-2.8	-4.9	105.4	-2.6	6.7	25.1	2.6
O=C1CS(=O)(=O)c2ccccc2N1	0.1	0.9	-2.6	-3.3	-0.9	-0.2	100.0	63.6	3.4	1.0	-20.4
O=C(/C=C/c1cn(-c2ccccc2)nc1-c1cccc(Cl)c1)N1CCN(c2ccccn2)CC1	-2.0	2.3	3.6	-1.1	-1.0	3.3	100.5	-3.3	2.5	-15.7	-47.3
CC(C)CN(CC(C)C)c1nnc(NC(=O)Cn2c(=O)oc3ccccc32)s1	1.6	1.1	5.9	0.0	-2.3	3.2	101.0	-5.9	6.8	-18.8	-13.6
Cc1cc(C)c2ccc(=O)n(CC(=O)N/N=C/c3ccccc3Cl)c2n1	0.1	1.0	9.6	0.2	2.6	-1.2	102.6	-3.8	-16.7	6.4	19.6
Cc1c(N=C2NN=C(c3ccc(Cl)cc3)CS2)c(=O)n(-c2ccccc2)n1C	2.6	4.9	-5.1	0.6	3.7	-0.8	102.2	-9.2	-10.0	4.0	-117.0
CCOC(=O)n1c(=O)n(Cc2ccc(Cl)cc2Cl)c2ccccc21	2.1	1.7	-9.4	0.8	-0.6	3.0	108.1	-13.0	1.4	-14.7	nt
CN(C)CCCNC(=O)c1cc(C(=O)c2ccccc2F)c[nH]1	1.6	5.7	-6.8	2.2	-4.5	-1.6	103.0	-9.9	15.9	7.5	-10.1
O=C(COc1ccccc1)Nc1ccc(Cl)cn1	1.7	1.9	1.1	1.5	-2.2	-1.0	107.0	0.8	-44.2	5.3	5.1
CN(C)C(=O)C1Cc2ccccc2CN1S(=O)(=O)c1cccs1 (stereo not given)	3.1	3.7	-9.7	2.8	-0.7	-2.4	95.8	-2.2	2.1	13.8	11.8
O=c1[nH]c2cc(Cl)c(Cl)cc2o1	nt	2.6	-4.5	nt	4.5	-0.2	115.0	nt	-17.4	1.0	-24.1
O=S(=O)(Cc1cc(Cl)nc(-c2ccccc2)n1)c1ccccc1	-2.2	3.9	-3.4	-3.5	4.1	4.5	129.9	0.1	17.1	-26.7	18.3
Clc1ccc(C=NN2CCCCCC2)cc1Cl	nt	0.2	-8.0	nt	0.7	-1.9	123.0	nt	-2.7	9.8	15.3
Cc1ccc(C)c(-c2ccc(=O)n(Cc3c(F)cccc3Cl)n2)c1	2.0	-0.7	-1.5	-0.9	2.8	3.6	108.3	-24.3	-10.9	-16.9	18.2
O=C(NCCCNC(=O)c1ccco1)c1ccc(Cl)c(Cl)c1	1.2	3.7	5.8	-0.2	-5.1	-0.5	94.7	23.0	14.6	3.3	-133.7
Cc1cc(N2CCOCC2)ccc1/C=C1\NC(=O)N(Cc2ccccc2F)C1=O	0.7	2.3	7.0	2.3	3.1	3.0	95.6	-0.1	-0.2	-15.0	-9.8
CCN(C(=O)N1CCOCC1)c1ccccc1	-2.6	2.1	11.0	-0.1	5.0	2.7	109.5	16.1	-18.8	-13.4	-13.8
O=C(NCc1cccnc1)C1COc2ccccc2O1 (stereo not given)	nt	1.9	-2.4	nt	3.9	0.8	105.6	nt	0.8	-4.3	8.5
CC(=O)c1c(C)[nH]c(C(=O)OCC(=O)Nc2sc3c(c2C#N)CCC(C)C3)c1C (stereo not given)	0.3	2.2	2.5	0.3	0.9	1.0	88.3	-11.6	12.7	-5.2	-5.9
Cc1cccc(-n2c(Cc3ccccc3)nnc2SCC(=O)N2CCOCC2)c1	-0.8	0.3	-0.9	-1.3	2.2	0.9	103.2	8.5	20.8	-5.3	25.6
O=C(N/N=C/c1cccs1)c1n[nH]c2c1CCCC2	1.4	0.9	2.6	0.7	0.4	-3.4	109.6	212.9	-3.0	17.1	2.5

Arranged by SMILES length (lowest first): some entries from above
SMILES	AddAB inh	phage Ecoli inh	PKA-R1A act	E coli growth	HTR5A ag	MOR-DOR ag	DSG3 Ab inh	Mot1-301 SUMO	HTR5A inv ctr	OPRM1-OPRD1 inv	PfHsp90 set2
CCN(C(=O)N1CCOCC1)c1ccccc1	-2.6	2.1	11.0	-0.1	5.0	2.7	109.5	16.1	-18.8	-13.4	-13.8
O=C(COc1ccccc1)Nc1ccc(Cl)cn1	1.7	1.9	1.1	1.5	-2.2	-1.0	107.0	0.8	-44.2	5.3	5.1
O=C(NCc1cccnc1)C1COc2ccccc2O1 (stereo not given)	nt	1.9	-2.4	nt	3.9	0.8	105.6	nt	0.8	-4.3	8.5
O=C(N/N=C/c1cccs1)c1n[nH]c2c1CCCC2	1.4	0.9	2.6	0.7	0.4	-3.4	109.6	212.9	-3.0	17.1	2.5
O=C(NCCCNC(=O)c1ccco1)c1ccc(Cl)c(Cl)c1	1.2	3.7	5.8	-0.2	-5.1	-0.5	94.7	23.0	14.6	3.3	-133.7
CN(C)C(=O)C1Cc2ccccc2CN1S(=O)(=O)c1cccs1 (stereo not given)	3.1	3.7	-9.7	2.8	-0.7	-2.4	95.8	-2.2	2.1	13.8	11.8
O=S(=O)(Cc1cc(Cl)nc(-c2ccccc2)n1)c1ccccc1	-2.2	3.9	-3.4	-3.5	4.1	4.5	129.9	0.1	17.1	-26.7	18.3
CCOC(=O)n1c(=O)n(Cc2ccc(Cl)cc2Cl)c2ccccc21	2.1	1.7	-9.4	0.8	-0.6	3.0	108.1	-13.0	1.4	-14.7	nt
Cc1ccc(C)c(-c2ccc(=O)n(Cc3c(F)cccc3Cl)n2)c1	2.0	-0.7	-1.5	-0.9	2.8	3.6	108.3	-24.3	-10.9	-16.9	18.2
Cc1cccc(-n2c(Cc3ccccc3)nnc2SCC(=O)N2CCOCC2)c1	-0.8	0.3	-0.9	-1.3	2.2	0.9	103.2	8.5	20.8	-5.3	25.6
Cc1cc(N2CCOCC2)ccc1/C=C1\NC(=O)N(Cc2ccccc2F)C1=O	0.7	2.3	7.0	2.3	3.1	3.0	95.6	-0.1	-0.2	-15.0	-9.8
Cc1c(N=C2NN=C(c3ccc(Cl)cc3)CS2)c(=O)n(-c2ccccc2)n1C	2.6	4.9	-5.1	0.6	3.7	-0.8	102.2	-9.2	-10.0	4.0	-117.0
CC(=O)c1c(C)[nH]c(C(=O)OCC(=O)Nc2sc3c(c2C#N)CCC(C)C3)c1C (stereo not given)	0.3	2.2	2.5	0.3	0.9	1.0	88.3	-11.6	12.7	-5.2	-5.9

Following part.
SMILES	AddAB inh	phage Ecoli inh	PKA-R1A act	E coli growth	HTR5A ag	MOR-DOR ag	DSG3 Ab inh	Mot1-301 SUMO	HTR5A inv ctr	OPRM1-OPRD1 inv	PfHsp90 set2
Cc1nn(-c2cccc3cccnc23)c(=O)c2ccccc12	1.3	-1.2	-0.4	0.4	-6.8	-2.6	nt	111.9	-24.6	15.7	-4.8
COc1cc(/C=N/NC(=O)c2cccc(NC(=O)c3ccccc3)c2)ccc1O	-0.5	-0.4	4.6	-1.6	7.0	0.0	102.9	-1.6	-18.7	0.0	-22.4
N#C/C(=C/c1ccc(N2CCCCCC2)o1)c1ccc(F)cc1	1.2	nt	-10.7	-1.4	-4.9	-3.1	nt	9.9	-1.7	14.3	64.3
Clc1ccccc1-c1ccc2ncnc(NCc3cccs3)c2c1	3.6	2.7	-0.4	-0.4	6.4	0.6	101.6	411.2*	-18.6	-3.6	-22.2
O=C(CN1c2ccccc2S(=O)(=O)c2ccccc21)Nc1ccccc1F	2.7	0.3	-2.6	2.5	2.3	-0.4	92.2	0.0	-32.6	2.0	-7.2
Cn1c(SCC(=O)NC(=O)Nc2ccccc2)nnc1-c1ccncc1	0.9	-0.2	nt	2.8	nt	nt	106.1	-11.2	nt	nt	nt
O=C(Cc1ccccc1)Nc1ccc(NC(=O)c2ccc(Br)cc2)cc1	1.5	1.8	-0.9	1.4	1.2	-0.8	108.1	-7.2	-12.1	4.4	-42.9
CCOC(=O)c1[nH]c(C)c(C(=O)N2CCN(C(=O)c3ccco3)CC2)c1C	-0.8	3.8	-3.9	-0.7	6.7	-2.2	101.2	3.6	-4.6	11.1	nt
COc1cccc(OCCSc2nc(C)c(Cc3ccccc3)c(=O)[nH]2)c1	-1.1	4.7	-13.0	-0.7	-4.0	0.5	97.7	1.0	10.2	-3.0	-33.9
CCOC(=O)c1cc2c(C(F)(F)F)cc(-c3cccnc3)nc2o1	3.6	4.8	-1.4	2.1	3.6	-1.8	101.8	12.7	-10.2	9.8	-9.5
Cc1ccc(Nc2nnc(-c3ccncc3)s2)c(Br)c1	2.4	4.6	-3.2	-1.6	4.3	-2.9	101.8	54.3	-11.1	15.5	-7.6
CC(C)CN(C(=O)C1CCCO1)C1CCS(=O)(=O)C1 (stereo not given)	-0.9	3.2	-4.2	-0.5	-3.2	-1.5	100.0	-4.7	4.0	7.9	nt
Cc1cc(C(=O)NCc2ccccc2Cl)n(-c2ccccc2)n1	-2.4	1.4	-10.0	-1.6	5.3	0.2	88.7	3.1	-15.8	-0.9	-10.7
Cc1cc(O)c(-c2ccno2)cc1Cl	5.7	4.9	4.5	0.7	-3.7	1.3	102.4	20.8	13.6	-6.7	24.5

Screening data from PubChem BioAssay.
